Chronic BCR inh – inhibitors of chronic active B-cell receptor signaling | Potency, µM (doses to about 46.1 µM), for the others: top-dose ratio change, negative = lower green/red ratio, usual class: inhibitors | AID 493014 | hit rate 0.05% among 340,000 | ABC-DLBCL IkBa-CBG/CBR reporter, luminescence ratio, 4 h; active = well fitted inhibition curve with a large enough effect in the signal ratio, with a control signal flat, not every such curve was filed as active; inconclusive = small, poorly fitted or top-dose-only effect, or effect the other way, or a change in a side signal; the % refers to the signal ratio;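 also: potency is read from the fitted curve at half-maximal effect; plate controls were basal doxycycline-induced cells for no effect and cells given 10 µM MG132 for full effect; MG132 reads +100%, hits lower the ratio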
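TMD8 human ABC-DLBCL cells with doxycycline-inducible IκBα–green luciferase fusion and unfused red luciferase, in 0.5% FBS medium; compounds up to 46 uM, 4 h at 37C. Green/red luminescence ratio, filter-overlap corrected, fitted to concentration-response curves.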
Integrin act MD – activators of alpha7 integrin expression for muscular dystrophy | alpha7betagal myoblasts, beta-gal FDG fluorescence, 48 h | Potency, µM (doses to about 38.3 µM), inactives show top-dose activation, hits mostly activators | hit rate 0.064% among 350,000;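 also: potency is read from the fitted curve at half-maximal effect; 100% = response of the positive control SU9516; nearly all actives have a fitted effect of over 60% in size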
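Alpha7betagal+/- myoblasts (passage 13) were plated 16-24 hr, then exposed to compounds (1:260 dilution of DMSO stock) for 48 hours at 37C. After MPER lysis, β-galactosidase reporter activity was read as FDG fluorescence (ex 480/em 540) after 30 minutes.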
Tb PFK inh – blocks T. brucei phosphofructokinase; O15648; T. brucei PFK, ADP-Glo luminescence; Potency, µM (top dose mostly 57.5 µM), inactives show at the highest dose activity, negative = inhibition, actives largely listed as inhibitors; hit rate 0.17% among 330,000;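 also: potency is read from the fitted curve at half-maximal effect; 0% = uninhibited 1x PFK enzyme wells and -100% = no-enzyme wells; nearly all actives have a fitted effect of over 60% in size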
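Activity is normalized to no-enzyme wells (full inhibition) and 1.25 nM enzyme wells (no inhibition). Reaction: 0.5 mM F6P, 0.1 mM ATP, 45 min RT, ADP-Glo luminescence; concentration-response curves fitted and classed by quality.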
PKM2 act – increases activity of human pyruvate kinase M2; purified PKM2, Kinase-Glo ATP luminescence, activation; response scale: 0% is enzyme alone, no compound; Potency, µM (doses to about 57.5 µM), without a hit: top-dose activation, hits mostly activators; hit rate 0.34% among 260,000; also: potency is read from the fitted curve at half-maximal effect; % is scaled to controls: 0 for no effect and ±100 for the full control effect; nearly all actives have a fitted effect of over 55% in size
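ATP formation by purified human PK-M2, quantified via coupled luciferase luminescence after 1 h at room temperature with 0.1 mM ADP and 0.5 mM PEP final.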
FBPA coupling cs – inhibits coupling enzyme system, counter-screen for aldolase hits; activity change, negative = inhibition, % at 58.2 µM, hits read low; AID 2472; coupling enzyme system counterscreen, AmpLite Red fluorescence; hit rate 0.67% among 290,000; in the data active = activity change below about -30%; also: % is scaled to controls: 0 for no effect and ±100 for the full control effect
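Final compound at 57.5 uM, incubated 10 min at RT with coupling enzyme reagent (glyceraldehyde-3-phosphate), then 20 min with substrate and AmpLite Red detection. Fluorescence read at 525/598 nm; tests interference with the coupling assay, not aldolase inhibition.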
B2AR arrestin – beta2AR (human) beta-arrestin recruitment activity; beta-arrestin recruitment to beta2AR, cell-based reporter; Potency, µM (top dose mostly 46.1 µM), inactives show at the highest dose activation, actives largely listed as activators; hit rate 0.02% among 330,000;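 also: potency is read from the fitted curve at half-maximal effect; 0% = DMSO controls and full agonism = EC100 isoproterenol or metaproterenol; nearly all actives have a fitted effect of over 65% in size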
ASM inhibitor – human S-ASM enzyme inhibition | P17405 | placental ASM, HMU-PC fluorogenic substrate, 60 min | Potency, µM (doses to about 57.5 µM), inactives show at the highest dose activity change, negative = inhibition, actives largely listed as inhibitors | hit rate 0.006% among 340,000 | AID 504937; also: potency is read from the fitted curve at half-maximal effect
Target sequence (P17405 47-631 limits assumed): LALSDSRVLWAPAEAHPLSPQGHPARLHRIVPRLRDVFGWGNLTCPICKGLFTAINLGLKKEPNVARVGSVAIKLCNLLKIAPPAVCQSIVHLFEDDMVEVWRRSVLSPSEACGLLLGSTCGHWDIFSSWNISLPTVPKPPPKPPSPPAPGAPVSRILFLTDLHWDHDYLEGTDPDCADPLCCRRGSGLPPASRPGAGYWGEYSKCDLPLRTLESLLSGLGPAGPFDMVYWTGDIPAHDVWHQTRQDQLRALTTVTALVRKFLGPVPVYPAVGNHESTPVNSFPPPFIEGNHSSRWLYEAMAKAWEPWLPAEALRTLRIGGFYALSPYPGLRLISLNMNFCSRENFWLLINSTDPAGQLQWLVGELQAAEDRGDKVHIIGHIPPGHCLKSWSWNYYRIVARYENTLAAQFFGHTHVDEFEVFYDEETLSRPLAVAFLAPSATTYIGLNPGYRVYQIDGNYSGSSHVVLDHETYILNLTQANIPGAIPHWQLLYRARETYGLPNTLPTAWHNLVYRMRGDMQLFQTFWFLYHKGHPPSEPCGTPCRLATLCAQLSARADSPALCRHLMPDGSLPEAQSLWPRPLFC
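qHTS format. ASM enzyme prepared from human placenta hydrolyses the fluorogenic substrate HMU-PC0 (9 uM final) over 60 min at 37 °C after a 10 min compound preincubation.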
GALK inhibitor – blocks human galactokinase activity. AID 1868. hit rate 0.007% among 270,000. Potency, µM (series often up to 57.5 µM), for the others: at the top dose activity change, negative = inhibition, actives largely listed as inhibitors. P51570. Purified GALK, Kinase-Glo residual ATP luminescence; also: potency is read from the fitted curve at half-maximal effect; % is scaled to controls: 0 for no effect and ±100 for the full control effect
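Human GALK (5 nM) with 35 uM ATP and 100 uM galactose in 20 mM HEPES pH 8.0, 5 mM MgCl2, 60 mM NaCl, 1 mM DTT, 0.01% BSA. After 1 h at room temperature, leftover ATP was read by Kinase-Glo Plus luminescence.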
Menin MLL FP TR – displaces Texas Red mutant MLL peptide from human menin; Potency, µM (top dose mostly 61.6 µM), inactives show top-dose FP activity change, negative = inhibition, actives largely listed as inhibitors; Menin + Texas Red MLL mutant peptide, fluorescence polarization; O00255; hit rate 0.23% among 270,000; active = well fitted inhibition curve with a large enough effect in the polarisation, with a control signal flat, not every such curve was filed as active; inconclusive = small, poorly fitted or top-dose-only effect, or effect the other way, or a change in a side signal; inactive = no such curve, though single readings can be large or run the other way; the % refers to the polarisation; also: potency is read from the fitted curve at half-maximal effect; % of control where 0% means no effect; many of its hits are not listed in these tables
Giardia killer – kills Giardia lamblia; AID 540267; activity change, % at 7.66 µM, hits read low; Giardia lamblia trophozoite viability; hit rate 0.15% among 340,000; in the data active = activity change below about -80%; inconclusive = between about -30% and that limit;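 also: parasites exposed to compound for two days anaerobically before the ATP read; % is scaled to controls: 0 for no effect and ±100 for the full control effect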
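Killing of trophozoites was scored by loss of ATP luminescence after a 48 hrs anaerobic exposure to compounds at 37 deg C, using 100 cells per well.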
TSG101-PTAP inh – blocks PTAP/TSG101 interaction to inhibit HIV-1 budding; Fluorescence polarization, FITC-PTAP peptide / Tsg101 binding; Potency, µM (doses to about 115 µM), for the others: at the highest dose activity change, negative = inhibition, actives largely listed as inhibitors; Q99816; 340,000 tested, under 10 active; active = well fitted inhibition curve with a large enough effect in the main read-out, with a control signal flat, not every such curve was filed as active; inconclusive = small, poorly fitted or top-dose-only effect, or effect the other way, or a change in a side signal; inactive = no such curve, though single readings can be large or run the other way; also: potency is read from the fitted curve at half-maximal effect; % of control where 0% means no effect
Target sequence (Q99816 whole entry, looked up): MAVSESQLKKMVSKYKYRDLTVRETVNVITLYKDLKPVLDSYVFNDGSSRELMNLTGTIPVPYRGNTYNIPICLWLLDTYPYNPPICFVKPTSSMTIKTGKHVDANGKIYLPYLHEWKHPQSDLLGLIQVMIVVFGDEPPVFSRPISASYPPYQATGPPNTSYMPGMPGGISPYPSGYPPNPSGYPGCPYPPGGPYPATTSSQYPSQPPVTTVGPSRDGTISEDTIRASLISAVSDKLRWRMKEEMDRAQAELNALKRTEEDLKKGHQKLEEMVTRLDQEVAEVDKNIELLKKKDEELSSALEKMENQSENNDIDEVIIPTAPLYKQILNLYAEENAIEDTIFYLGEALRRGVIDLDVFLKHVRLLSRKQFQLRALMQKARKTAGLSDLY
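Tsg101 binding domain (10 uM final) was mixed with compound and a FITC-labeled PTAP peptide (50 nM final) in HEPES pH 7.5 buffer with NaCl, Tween 20, EDTA and TCEP; fluorescence polarization was read after 20 min at r.t.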
Active calls of the source: *; ? = inconclusive; nt = no result given; & = joins results of further samples; [ ] = remark or other dose. Unless noted, calls follow the shape of the dose curve; as a rule, active = well fitted curve in the direction sought with a large enough effect; inconclusive = small, poorly fitted or top-dose-only effect, or another doubt; inactive = no such curve, though single readings can be large; an effect the other way counts as inactive or inconclusive. The list is partial. The share of hits here may be higher or lower than overall.

nr	Compound	B2AR arrestin	Giardia killer	Chronic BCR inh	FBPA coupling cs	Menin MLL FP TR	PKM2 act	Integrin act MD	GALK inhibitor	Tb PFK inh	ASM inhibitor	TSG101-PTAP inh
1	COc1ccc(OC)c(S(=O)(=O)N2CCN(C)CC2)c1	-0.6%	-1	1%	-1	-1%	-7%	5%	0%	0%	4%	-9%
2	CCN1CCN(C(=O)C2CC(c3ccc(F)cc3)=NO2)CC1 (stereo not given)	-0.1%	-22	?	1	3%	-1%	-15%	1%	-1%	3%	-2%
3	CN1CCN(CCC(=O)N/N=C/c2cc([N+](=O)[O-])ccc2OC(F)F)CC1	-0.1%	?	-1%	1	12%	-2%	-6%	1%	-2%	-2%	-2%
4	N#Cc1c(-c2c(Cl)cccc2Cl)noc1/C=C/Nc1ccc(C(=O)O)cc1	0.1%	2	-8%	5	?	5%	20%	-5%	1%	122%[activator]	-7%
5	COc1ccc(C2C(C(C)=O)=C(C)Nc3ncnn32)cc1OC (stereo not given)	0.1%	3	6%	0	6%	-4%	-6%	1%	-4%	21%	-2%
6	CCOC(=O)c1cc2sccc2n1CC(=O)OC	0.0%	23	?	0	-3%	-1%	32%	0%	-5%	5%	0%
7	Cc1ccsc1CN(C)C(=O)C1CCC(=O)N(CCc2cccc(F)c2)C1 (stereo not given)	-0.8%	5	9%	-3	-15%	0%	0%	-1%	2%	1%	-11%
8	CN1CCN(C(=O)c2ccc(COc3ccc(Cl)cc3Cl)cc2)CC1	-0.3%	1	?	4	-1%	0%	-7%	-3%	-1%	0%	-5%
9	COCCNc1ccc(S(=O)(=O)N2CCCC2)cc1[N+](=O)[O-]	0.0%	-4	6%	1	10%	25%	11%	-7%	3%	-3%	-4%
10	O=C(COC(=O)C1=COCCO1)Nc1ccccc1OC(F)F	-0.2%	1	-2%	0	-6%	-1%	-15%	-3%	-1%	3%	1%
11	Cc1cc(C)n(-c2ccnc3cc(Cl)ccc23)n1	-1.1%	3	4%	-2	-15%	nt	-3%	-3%	-1%	1%	0%
12	CC(C)(C)[C@@H]1C=C(C(=O)N2CCN(Cc3ccccc3)CC2)O[C@H](OCCCCO)C1	-0.3%	14	-12%	-1	-27%	-1%	-12%	-3%	1%	5%	nt
13	Cn1c(=O)c2cc(S(=O)(=O)NC(C(=O)NCc3ccccn3)c3ccccc3)ccc2n(C)c1=O (stereo not given)	-0.4%	2	-8%	2	3%	4%	-16%	4%	-2%	4%	-1%
14	CC(=O)Nc1ccc(/C=N/NC(=O)c2cc3cc(C)ccc3nc2C)cc1	0.1%	3	0%	0	13%	-2%	-26%	-1%	1%	-3%	-8%
15	O=C(Nc1ccc(CN2CCOCC2)cc1)c1ccc(F)cc1	-0.4%	3	-16%	0	-10%	-1%	-24%	0%	-1%	-1%	-9%
16	O=C(c1cccs1)N1CCC(N2CCN(c3ccccc3)CC2)CC1	-0.5%	-2	2%	-5	-8%	-19%	-2%	2%	-9%	0%	-4%
17	COc1ccccc1OCc1nc2ccccc2[nH]1	-1.7%	-12	?	-1	8%	-9%	8%	2%	-23%	4%	-5%
18	CC(=O)OC[C@H]1O[C@@H](O/N=C/C[C@@H]2C=C[C@H](OC(C)=O)[C@@H](COC(C)=O)O2)[C@H](OC(C)=O)[C@@H](OC(C)=O)[C@@H]1OC(C)=O	-1.9%	nt	3%	-5	-3%	-12%	nt	nt	-3%	nt	nt
19	COc1cc(CCCN2C(=S)NC[C@@H]2CC2CCCCC2)cc(OC)c1OC	0.0%	-13	-7%	-1	nt	-1%	10%	-2%	2%	7%	2%
20	O=C(NNC(=S)Nc1cccc2ccccc12)c1cccc(Br)c1	0.1%	13	?	1	?	-4%	-13%	-3%	0%	-9%	-12%
21	O=C(Nc1ccc(O)cc1)c1ccc2c(c1)C(=O)N(Cc1ccco1)C2=O	-0.7%	11	?	0	?	11%	12%	2%	-1%	-4%	-4%
22	CN(CC(=O)Nc1cccc(F)c1)CC(=O)Nc1cccc([N+](=O)[O-])c1	0.0%	14	0%	-2	?	1%	-15%	-2%	-7%	-1%	-3%
23	COc1ccccc1N1CCN(S(=O)(=O)c2c(C(=O)N3CCOCC3)c(C)n(C)c2C)CC1	0.4%	27	5%	2	-2%	nt	8%	0%	-1%	2%	-3%
24	CC(C)CC(=O)N1CCN(S(=O)(=O)c2ccc(C3CCCCC3)cc2)CC1	-0.1%	7	-4%	nt	nt	nt	-23%	nt	-7%	-4%	-3%
25	O=C(O)COc1ccccc1/C=N/NC(=O)c1cc2ccccc2cc1O	-0.8%	18	?	-1	nt	-2%	-15%	1%	0%	-1%	1%
26	CCNC(=S)NNC(=O)c1nn(C)c(C)c1Cl	-0.1%	-9	2%	-1	11%	-2%	1%	4%	0%	0%	-5%
27	Cn1c(=O)[nH]c(=O)c2c1nc(N1CCN(c3ccccc3)CC1)n2CCSc1ncccn1	-0.3%	-8	4%	-7	0%	6%	-10%	3%	1%	4%	0%
28	Cc1ccc2nc(SCc3cn4cccnc4n3)[nH]c2c1	-0.1%	4	-8%	-1	3%	1%	-20%	-4%	1%	1%	1%
29	Cc1cccc(CN2C(=O)c3ccccc3Sc3ccc(C(=O)NCCCN4CCOCC4)cc32)c1	0.1%	1	1%&1%	nt	nt	nt	-1%	-2%	5%	-2%	-3%
30	Cc1ccc(SCCC(=O)Nc2ccccc2Br)cc1	-0.3%	7	?	0	-8%	13%	-6%	3%	-11%	-2%	-3%
31	COc1cc(NC(=O)c2[nH]cnc2C(N)=O)cc(C(=O)Nc2cccc(C(F)(F)F)c2)c1	-0.3%	6	?	nt	nt	nt	-5%	nt	0%	-4%	-2%
32	CCCn1c(N)c(C(=O)CSc2nnc3ccccn23)c(=O)[nH]c1=O	-0.2%	-17	-1%	nt	nt	nt	8%	nt	6%	5%	0%

9 structures out of the list, ordered by molecular weight, rising.
nr	Compound	B2AR arrestin	Giardia killer	Chronic BCR inh	FBPA coupling cs	Menin MLL FP TR	PKM2 act	Integrin act MD	GALK inhibitor	Tb PFK inh	ASM inhibitor	TSG101-PTAP inh
26	CCNC(=S)NNC(=O)c1nn(C)c(C)c1Cl	-0.1%	-9	2%	-1	11%	-2%	1%	4%	0%	0%	-5%
28	Cc1ccc2nc(SCc3cn4cccnc4n3)[nH]c2c1	-0.1%	4	-8%	-1	3%	1%	-20%	-4%	1%	1%	1%
32	CCCn1c(N)c(C(=O)CSc2nnc3ccccn23)c(=O)[nH]c1=O	-0.2%	-17	-1%	nt	nt	nt	8%	nt	6%	5%	0%
21	O=C(Nc1ccc(O)cc1)c1ccc2c(c1)C(=O)N(Cc1ccco1)C2=O	-0.7%	11	?	0	?	11%	12%	2%	-1%	-4%	-4%
25	O=C(O)COc1ccccc1/C=N/NC(=O)c1cc2ccccc2cc1O	-0.8%	18	?	-1	nt	-2%	-15%	1%	0%	-1%	1%
24	CC(C)CC(=O)N1CCN(S(=O)(=O)c2ccc(C3CCCCC3)cc2)CC1	-0.1%	7	-4%	nt	nt	nt	-23%	nt	-7%	-4%	-3%
27	Cn1c(=O)[nH]c(=O)c2c1nc(N1CCN(c3ccccc3)CC1)n2CCSc1ncccn1	-0.3%	-8	4%	-7	0%	6%	-10%	3%	1%	4%	0%
23	COc1ccccc1N1CCN(S(=O)(=O)c2c(C(=O)N3CCOCC3)c(C)n(C)c2C)CC1	0.4%	27	5%	2	-2%	nt	8%	0%	-1%	2%	-3%
29	Cc1cccc(CN2C(=O)c3ccccc3Sc3ccc(C(=O)NCCCN4CCOCC4)cc32)c1	0.1%	1	1%&1%	nt	nt	nt	-1%	-2%	5%	-2%	-3%

Screens: PubChem, National Center for Advancing Translational Sciences (NCATS)
